Compound activity deposited in PubChem BioAssay by Broad Institute.
miR-122 sensor: miR-122 Renilla sensor signal increase in Huh7, primary screen, miR-122 inhibitor project, cell-based, single point, plate reader | Huh7 miR-122 Renilla luciferase sensor, 48 h; neutral wells = 0, positive control = 100 | activation (reporter increase), % at 12.5 µM | 0.3% of 340,000 active | AID 602342, 2012;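 active means mean replicate activation score at least 90 and every replicate individually at or above 90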;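 further: higher luciferase means less miR-122 activity so hits act as miR-122 inhibitors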
Cneo AK release: Cryptococcus neoformans cell lysis inducers, primary screen, AK release luminescence, single concentration; AID 651654, 2012; lysis activity, % at 15 µM; C. neoformans lysis, adenylate kinase release luminescence, 4 h; normalised: neutral wells 0, clomiphene wells 100; 0.2% of 360,000 active;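 active means mean lysis activity across replicates of at least 80%, whatever share of replicates individually reach that level; inactive means mean lysis activity below 80%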
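Schedule: static 4 h at 37 °C with compound, 1 h detection; system: C. neoformans cells; benchmarks: Clomiphene as positive control; buffer or medium: fresh YPD medium; measure: luminescence rise reflecting yeast cell lysis; measured by: luminescent adenylate kinase detection reagent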
PGC1a acetyl inh: inhibitors of PGC1a acetylation signal, primary screen, cell-based, U2OS, AlphaScreen, inhibitor mode | AlphaScreen anti-acetyl-lysine; with virally co-expressed GCN5 acetyltransferase | inhibition, % at 15.6 µM | 0.17% of 350,000 active | AID 651687, 2012;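 active means every replicate shows inhibition of at least 40%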;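 further: 0% = neutral control wells and 100% = positive control wells; some results beyond the cut were filed as inactive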
CASP6 VEID inh: human caspase-6 inhibitors, primary screen, biochemical, VEID-R110 fluorescence, single point, set 2; P55212; purified caspase-6, Z-VEID-R110 cleavage fluorescence; inhibition, % at 12.5 µM; 0.53% of 350,000 active; AID 686996, 2013;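 active means mean inhibition across replicates at least about 35%, with every replicate also reaching that limit, limit read from the data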;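 further: 0% = median of neutral control wells and 100% = no fluorescence left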
Target sequence (P55212 24-179 limits assumed): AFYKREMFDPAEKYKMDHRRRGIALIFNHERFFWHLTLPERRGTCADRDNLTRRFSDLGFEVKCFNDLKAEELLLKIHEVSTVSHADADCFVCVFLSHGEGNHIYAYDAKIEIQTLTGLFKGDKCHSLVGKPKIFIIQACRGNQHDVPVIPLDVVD
Target sequence (P55212 194-293 limits assumed): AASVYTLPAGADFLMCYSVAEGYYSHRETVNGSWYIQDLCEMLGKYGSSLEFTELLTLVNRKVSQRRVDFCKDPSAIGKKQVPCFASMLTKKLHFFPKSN
EWS-Fli inh: EWS/Fli-driven NR0B1 reporter inhibitors, primary screen, A673 cells, NR0B1 luciferase, luminescence, MLPCN library; viability-normalised; inhibition, % at 12.6 µM; 0.67% of 350,000 active; AID 651661, 2012;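 active means mean inhibition of at least 50% after viability correction, with every replicate also passing that limit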;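 further: firefly luciferase signal divided by Alamar Blue viability fluorescence both relative to DMSO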
FN deposit inh: inhibitors of fibronectin matrix deposition, primary screen, AH1F cells, Alexa488-fibronectin fluorescence, plate reader; AH1F fibroblasts, overnight; inhibition, % at 12.6 µM; 0.086% of 350,000 active; AID 743247, 2014;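 active means mean inhibition across replicates of 30% or more, regardless of how many single replicates reach that level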;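 further: positive control wells lacked labelled fibronectin entirely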
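Material: AH1F fibroblast monolayer depositing Alexa488-labelled fibronectin into matrix | Input: 10000 AH1F cells/well | Medium: DMEM plus 2% serum, read in PBS | Reagent: Alexa488-fibronectin, 24 nM final in well | Compound dosing: One dose per compound, pinned | Schedule: 1 h adhesion, overnight exposure | Measured by: Fluorescence at 485 nm excitation, 525 nm emission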
LGR2 inh: inhibitors of bursicon-induced LGR2 CRE-luciferase signal, primary screen, cell-based, HEK293, CRE-luciferase reporter, bursicon stimulation; 0.35% of 380,000 active; bursicon-stimulated, 4 h; inhibition, % at 9.99 µM; AID 720647, 2013; Drosophila bursicon receptor LGR2 (rickets);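 active means drop in luminescence signal, shown as inhibition above about 50% in the replicate tests, limit read from the data, passing the limit was not always enough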;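 further: agonist challenge used bursicon conditioned medium at about half maximal strength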
PAX8 reporter: inhibitors of PAX8-driven TPO luciferase reporter, primary screen, RMG-I cells, single concentration; SteadyGlo, 24 h; inhibition, % at 12.6 µM; 1.2% of 360,000 active; AID 652154, 2013;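 active means mean replicate inhibition at least 60% with every replicate also reaching 60%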;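 further: luciferase light reporting Pax8 driven TPO promoter activity; plate controls were median of neutral control wells for no effect and mitoxantrone controls for full effect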
* marks the source's active call; other numbers are inactive results; x = no result given; & = joins results of further samples; ! = not active in a repeat; [ ] = another dose, or the depositor's remark.

(1) CO[C@H](CN(C)CC1CCOCC1)[C@H](C)CN(C(=O)Nc1ccc(F)cc1)[C@@H](C)CO
(2) O=C(COc1ccccc1[N+](=O)[O-])Nc1ccc2c(c1)OCO2
(3) O=C(N/N=C/c1cccnc1)c1ccc(NC(=O)C(c2ccccc2)c2ccccc2)cc1
(4) CCC1Oc2ccc(C)cc2N(CC(=O)N(Cc2ccc(C)o2)C2CCCC2)C1=O (configuration not stated)
(5) Cc1oc(-c2ccccc2F)nc1CS(=O)(=O)CC(=O)NCCCN(C)C1CCCCC1
(6) C[C@H](CO)N1C[C@H](C)[C@H](CN(C)C(=O)Cc2ccncc2)Oc2cc(C#CC3CCCCC3)ccc2S1(=O)=O
(7) O=C(NC(Cc1c[nH]c2ccccc12)C(=O)O)/C(=C/c1ccc(F)cc1)NC(=O)c1ccccc1 (configuration not stated)
(8) CC1(C)CC(=O)C(CC(=O)Nc2ccc(S(N)(=O)=O)cc2)=C(O)C1

Screen / compound no.,1,2,3,4,5,6,7,8
miR-122 sensor,x,-5,x,-3,-17,0[16.7 µM],-2,2
Cneo AK release,3,1,-2,11,x,-3,-2,-3
PGC1a acetyl inh,7,-2,x,-6,-6,x,4,x
CASP6 VEID inh,-13,1,0,x,-10,1,6,1
EWS-Fli inh,9,-108,4,x,x,16,3,x
FN deposit inh,-6,1,3,x,-11,x,0,x
LGR2 inh,1,-32,13,x,x,0,6,15
PAX8 reporter,x,-148,0,11,0,x,9,x

(9) O=C(O)COc1c(-c2ccccc2)oc2ccccc2c1=O
(10) COCCN(C(=S)Nc1c(C)cccc1C)C(C)c1cccs1 (configuration not stated)
(11) COc1ccc(C2CC(c3ccccc3)=NN2C(=O)COC(=O)c2ccc(S(C)(=O)=O)cc2)cc1 (configuration not stated)
(12) CO[C@@H]1CN(C)C(=O)c2cc(NC(=O)NC(C)C)ccc2OC[C@@H](C)N(C(=O)C2CCC2)C[C@H]1C
(13) COc1cc2c(cc1OC)CN(C(=O)NS(=O)(=O)c1ccc(C)cc1)CC2
(14) Cc1ccc(S(=O)(=O)N2CCOCC2)cc1NC(=O)C1=NN(c2ccccc2)C(=O)CC1
(15) CSc1ccccc1C(=O)Nc1ccccc1C
(16) COC(=O)Cn1c(=O)c(C)nc2ccccc21

Screen / compound no.,9,10,11,12,13,14,15,16
miR-122 sensor,16,-2,x,x,2,-1,x,x
Cneo AK release,6,x,1,52,3,6,x,-1
PGC1a acetyl inh,1,-13,x,11,10,2,x,3
CASP6 VEID inh,x,2,-1,x,x,1,1,-4
EWS-Fli inh,x,-6,-28,4,x,x,3,-3
FN deposit inh,-2,2,-2,x,-1,4,-1,-20
LGR2 inh,2,7,-6,6,x,4,-2,1
PAX8 reporter,x,5,32,-13,38,15,-10,3

In the list so far, 3 contain fluorine:
(1) CO[C@H](CN(C)CC1CCOCC1)[C@H](C)CN(C(=O)Nc1ccc(F)cc1)[C@@H](C)CO
(5) Cc1oc(-c2ccccc2F)nc1CS(=O)(=O)CC(=O)NCCCN(C)C1CCCCC1
(7) O=C(NC(Cc1c[nH]c2ccccc12)C(=O)O)/C(=C/c1ccc(F)cc1)NC(=O)c1ccccc1 (configuration not stated)

Screen / compound no.,1,5,7
miR-122 sensor,x,-17,-2
Cneo AK release,3,x,-2
PGC1a acetyl inh,7,-6,4
CASP6 VEID inh,-13,-10,6
EWS-Fli inh,9,x,3
FN deposit inh,-6,-11,0
LGR2 inh,1,x,6
PAX8 reporter,x,0,9

Additional compounds:
(17) COc1ccc(S(=O)(=O)NC(=O)C2(C)CCN2C(=O)c2ccc(C(F)(F)F)nc2C)cc1 (configuration not stated)
(18) COc1cc(C(=O)Nc2ccc(S(=O)(=O)N3CCCCC3C)cc2)cc(OC)c1OC (configuration not stated)
(19) CCN1C(=O)CC(C(=O)NCCc2ccc(S(N)(=O)=O)cc2)SC1=Nc1ccc(OC)cc1 (configuration not stated)
(20) O=C(CSc1ncn[nH]1)N/N=C/c1ccc(C(F)(F)F)cc1
(21) CCOc1cc(C2/C(=C(/O)c3ccc(S(=O)(=O)N4CCCCC4)cc3)C(=O)C(=O)N2CCOC)ccc1O (configuration not stated)
(22) CSc1ccc(/C=N/Nc2nc(C)cc(C)n2)cc1
(23) O=C(NCc1ccco1)C1CCN(S(=O)(=O)c2ccccc2C(F)(F)F)CC1
(24) Cc1cc2nc(-c3ccc(F)cc3)c(CC(C)(C)C)n2c(C)c1Br

Screen / compound no.,17,18,19,20,21,22,23,24
miR-122 sensor,3,-46,0,-7,-5,x,-2,2
Cneo AK release,-2,4,-1,-3,3,4,-1,-1
PGC1a acetyl inh,0,-21,5,x,-1,12,-9,-3
CASP6 VEID inh,-3,x,0,7,0,3,1,-1
EWS-Fli inh,-4,x,10,x,x,-3,3,5
FN deposit inh,-1,-5,0,10,14,4,1,14
LGR2 inh,-1,x,x,-6,4,-7,6,-24
PAX8 reporter,1,x,5,10,0,-29,-4,38

Full records, looked up by structure. Order of values: miR-122 sensor	Cneo AK release	PGC1a acetyl inh	CASP6 VEID inh	EWS-Fli inh	FN deposit inh	LGR2 inh	PAX8 reporter
`CSc1ccc(/C=N/Nc2nc(C)cc(C)n2)cc1` in the list: x	4	12	3	-3	4	-7	-29
`COc1cc(C(=O)Nc2ccc(S(=O)(=O)N3CCCCC3C)cc2)cc(OC)c1OC` (configuration not stated) in the list: -46	4	-21	x	x	-5	x	x

The list continues.
(25) CN1C(=O)C(CC(=O)NCC2CCCCC2)SC1=Nc1ccccc1 (configuration not stated)
(26) COc1ccc(N=C2SCC(c3ccc(C)cc3)=NN2CCO)cc1
(27) C[C@H](CO)N1C[C@H](C)[C@@H](CN(C)S(=O)(=O)c2ccc(F)cc2)Oc2ccc(NC(=O)Nc3ccc(C(F)(F)F)cc3)cc2C1=O
(28) NS(=O)(=O)c1cccc(NC(=O)CC(NC(=O)c2ccccc2Cl)c2ccccc2)c1 (configuration not stated)
(29) CCN1CCN(c2ccc(S(=O)(=O)N3CCCCC3)cc2NC(=O)c2cccc(C)c2[N+](=O)[O-])CC1
(30) COc1ccc(-c2cnc3c(c2)C(=O)N([C@@H](C)CO)C[C@H](C)[C@@H](CN(C)C(=O)C2CCOCC2)O3)cc1
(31) C[C@H]1CN([C@@H](C)CO)C(=O)Cc2cc(NS(=O)(=O)c3ccc(F)cc3)ccc2O[C@@H]1CN(C)Cc1ccc(Oc2ccccc2)cc1
(32) OC(c1cccs1)(c1cccs1)C1C[N+]2(CF)CCC1CC2 (configuration not stated)

Screen / compound no.,25,26,27,28,29,30,31,32
miR-122 sensor,x,x,x,-6,-4,0[16.7 µM],11[16.7 µM],-5
Cneo AK release,x,x,1,-4,x,-3,-2,2
PGC1a acetyl inh,-2,78*,5,1,-7,3,-2,-10
CASP6 VEID inh,-1,4,3&1,3,1,0,0,-5
EWS-Fli inh,-2,4,6&26,2,8,-18,-3,-1
FN deposit inh,7,1,17,0,-2,x,x,x
LGR2 inh,23,4,13&25,9,-5,-17,10,-17
PAX8 reporter,7,25,75*!,17,-3,7,26,x

(33) Cc1ccccc1OCC(O)CN1CCN(CCN2C(=O)c3cccc4cccc(c34)C2=O)CC1 (configuration not stated)
(34) O=C(C[C@@H]1CC[C@H]2[C@@H](COC[C@H](O)CN2CCc2ccccc2)O1)NCCCN1CCOCC1
(35) COc1cc(C(=O)OCC(=O)c2c(N)n(C)c(=O)n(C)c2=O)ccc1OCCC(C)C
(36) CC(=O)N1CCN(c2ccc([N+](=O)[O-])c(NCc3cccnc3)c2)CC1
(37) CCc1c(-c2ccccc2)nc(N)c(C#N)c1-c1cccs1
(38) CN1c2ccc(-c3ccc(C#N)cc3)cc2[C@H]2[C@H](CCN2S(=O)(=O)c2ccc(F)cc2)[C@H]1CO
(39) NC(=O)C1CCCN(C(=O)CN2C(=O)NC(c3ccccc3)(c3ccccc3)C2=O)C1 (configuration not stated)
(40) COc1ccc(C2(C(=O)Nc3ccc(OC)cc3OC)CCCC2)cc1

Screen / compound no.,33,34,35,36,37,38,39,40
miR-122 sensor,x,-3[16.7 µM],x,-1,2,-2[16.7 µM],4,-1
Cneo AK release,x,1,x,1,3,-2,2,-3
PGC1a acetyl inh,x,1,x,6,3,-11,11,-9
CASP6 VEID inh,-5,-23,-1,5,x,-3,2,2
EWS-Fli inh,-14,3,3,6,x,20,-1,2
FN deposit inh,3,-3,-24,2,-2,-3,-7,9
LGR2 inh,x,-10,-37,-22,x,14,-10,23
PAX8 reporter,5,-13,-26,-3,x,35,24,1

(41) CCCCNCCOCCOc1ccc(C)cc1[N+](=O)[O-]
(42) COCc1cccc(-c2csc(C(O)c3ccc(F)c(F)c3)n2)c1 (configuration not stated)
(43) Cc1ccc(NC(=O)CSc2nc(=O)n(CCCN3CCOCC3)c3c2CCCC3)c(C)c1
(44) COC(=O)c1ccccc1NC(=O)CN1CCC(n2nnc3cc(F)ccc32)CC1
(45) CSCC[C@H](NC(=O)C1CCN(S(=O)(=O)c2ccc(C)cc2)CC1)C(=O)NCC1CCCO1 (some centres not stated)
(46) CC1(c2nnnn2Cc2ccccc2)CCC(=O)N1CCc1ccccc1F (configuration not stated)
(47) O=C(Nc1cccc(Cl)c1)Nc1nc(-c2ccccc2)cs1
(48) O=S(=O)(c1ccc(-c2nc3ccccc3s2)cc1)N1CCCC1

Screen / compound no.,41,42,43,44,45,46,47,48
miR-122 sensor,9,-6,x,0,-23,x,x,-6
Cneo AK release,1,-1,0,0,1,x,x,x
PGC1a acetyl inh,x,0,x,x,-41,x,4,2
CASP6 VEID inh,x,3,4,x,x,19,4,x
EWS-Fli inh,x,0,-6,x,x,-7,-21,x
FN deposit inh,-5,x,-6,-10,0,-13,2,8
LGR2 inh,x,-33,-8,x,x,-15,-28,-40
PAX8 reporter,-17,-9,15,8,11,-227,-19,x

Single entries from above.
In miR-122 sensor, compound 48 reads -6
In PAX8 reporter, compound 41 reads -17

New compounds follow.
(49) C[C@@H]1CN([C@H](C)CO)C(=O)c2cccc(NC(=O)c3ccncc3)c2O[C@H]1CN(C)S(=O)(=O)c1ccc(Cl)cc1
(50) O=C(CSc1nnc(CNc2ccccc2)o1)N1CCc2ccccc21
(51) COc1ccc(NC(=O)c2cccc(S(=O)(=O)N3CCOCC3)c2)cn1
(52) CCCSc1nc2c(c(=O)n1-c1ccc(OCC)cc1)SCC2
(53) Cc1noc(C)c1NC(=O)N(C)C[C@H]1OCCCC[C@H](C)Oc2ccc(NS(=O)(=O)c3c(C)noc3C)cc2C(=O)N([C@H](C)CO)C[C@@H]1C
(54) C[C@@H]1C[C@H]2[C@@H]3CCC4=CC(=O)C=C[C@]4(C)[C@@]3(F)[C@@H](O)C[C@]2(C)[C@H]1C(=O)CO
(55) C[C@H]1CN([C@@H](C)CO)C(=O)c2cc(NS(=O)(=O)c3cccs3)ccc2O[C@@H]1CN(C)S(=O)(=O)c1cccs1

Screen / compound no.,49,50,51,52,53,54,55
miR-122 sensor,-2[16.7 µM],x,-1,6,13[16.7 µM],6,5[16.7 µM]
Cneo AK release,-1,-2,-2,0,1,1,x
PGC1a acetyl inh,-2,3,-27,-4,11,-30,-2
CASP6 VEID inh,-2,x,x,x,0,4,x
EWS-Fli inh,-2,x,x,x,-11,-5,0
FN deposit inh,x,-1,x,5,x,-1&0,x
LGR2 inh,x,4,-2,x,-3,7,-1
PAX8 reporter,7,x,x,-4,20,-2,-19
